# NPY-Y2 PAM-ag: NPY-Y2 potentiators or agonists, primary screen, cell-based; activation, % at 3.6 µM; actives 0.45% (n = 220,000); AID 1359, 2008; cells expressing NPY-Y2, potentiator/agonist read-out; Neuropeptide Y receptor type 2 (Homo sapiens), P49146; in the data active means activation above about 27%;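 further: cells stimulated with NPY near EC25 plus isoproterenol at EC100; 0% = vehicle plus submaximal agonist and 100% = vehicle plus saturating agonist; some results beyond the cut were filed as inactive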
# Target sequence (P49146 whole entry, looked up): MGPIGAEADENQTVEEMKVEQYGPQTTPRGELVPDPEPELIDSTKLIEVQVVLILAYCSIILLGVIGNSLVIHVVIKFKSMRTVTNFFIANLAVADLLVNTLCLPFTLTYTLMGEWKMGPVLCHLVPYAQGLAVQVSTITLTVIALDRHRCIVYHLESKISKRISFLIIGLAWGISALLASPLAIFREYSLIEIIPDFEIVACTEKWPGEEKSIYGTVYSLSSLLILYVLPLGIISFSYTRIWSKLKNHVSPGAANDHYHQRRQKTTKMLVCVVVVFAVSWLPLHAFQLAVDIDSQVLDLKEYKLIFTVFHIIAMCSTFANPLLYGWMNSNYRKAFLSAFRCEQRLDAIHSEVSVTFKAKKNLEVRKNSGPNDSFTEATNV
# Runt-SMMHC FRET: inhibitors of RUNX1 Runt–CBFb-SMMHC binding, primary screen, biochemical, FRET, Cerulean-Runt, Venus-CBFb-SMMHC, uHTS. Runt-related transcription factor 1 (Homo sapiens) + Core-binding factor subunit beta …. Cerulean-Runt/Venus-CBFb-SMMHC FRET ratio 530/480, 1 h. inhibition, % at 20 µM. actives 0.74% (n = 220,000). AID 1434, 2008;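 active means mean inhibition across duplicate retests at 20 µM reaching about 50%, limit read from the data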;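 further: 0% = DMSO wells and 100% = wells with excess untagged CBFb-SMMHC; inhibitors lower the FRET ratio by blocking Runt binding to CBFb-SMMHC; some results filed as inactive read as strong as hits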
# Hck Nef HTS: inhibitors of Nef-activated human Hck kinase, primary screen, biochemical, Z-Lyte FRET, 384-well, Hck-YEEI. Tyrosine-protein kinase HCK (Homo sapiens), P08631. Recombinant Hck-YEEI plus Nef, Z-Lyte FRET kinase assay. inhibition, % at 20 µM. actives 0.68% (n = 220,000);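 active means Hck-Nef kinase inhibition above about 50%, limit read from the data; inactive means inhibition below that limit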;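 further: 0% = DMSO with Hck plus Nef and 100% = Hck alone without Nef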
# Runt-CBFb FRET: inhibitors of RUNX1 Runt–CBFb binding, primary screen, biochemical, FRET, Cerulean-Runt, Venus-CBFb, uHTS | Cerulean-Runt/Venus-CBFb FRET ratio 530/480, 1 h | actives 0.46% (n = 220,000) | inhibition, % at 20 µM;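 active means inhibition over about 50% at 20 µM in the single-dose screen, limit read from the data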;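 further: 0% = DMSO wells and 100% = excess unlabeled CBFb competitor control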
#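 Measured by: fluorescence energy transfer, 422 nm excitation, 530/480 nm emission; test system: Cerulean-tagged RUNX1 Runt domain (FRET donor) fusion protein; buffer or medium: Tris pH 7.5 buffer with BSA; compound: one dose, 20 µM compound, 1% DMSO; times: two 1 h room-temperature incubations shielded from light; benchmarks: unlabeled CBFb 5 µM, positive control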
# RBBP9 inhibitor: human RBBP9 inhibitors, primary screen, biochemical, fluorescence polarization, FP-Rh probe, HTS; recombinant RBBP9; inhibition, % at 7.94 µM; actives 0.2% (n = 220,000); AID 1515, 2009;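 active means inhibition above the campaign mean of all tested compounds plus 3 SD, cut at about 14% in these data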;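 further: plate controls were DMSO wells with RBBP9 for no effect and wells lacking RBBP9 protein for full effect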
# Target sequence (O75884 whole entry, looked up): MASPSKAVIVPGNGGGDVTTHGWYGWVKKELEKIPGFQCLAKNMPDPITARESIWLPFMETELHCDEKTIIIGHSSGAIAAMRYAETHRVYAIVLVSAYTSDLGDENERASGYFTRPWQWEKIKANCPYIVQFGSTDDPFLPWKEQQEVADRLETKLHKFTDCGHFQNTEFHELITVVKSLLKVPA
#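 System: RBBP9 protein / Buffer or medium: Tris/NaCl buffer pH 8.0 with 0.1% Pluronic / Probe or stimulus: Serine-hydrolase probe FP-Rh, 375 nM pre-mixing / Dosing: 7.94 µM single dose, 0.794% DMSO / Times: enzyme-compound preincubation 30 min, then probe labeling 45 min, 25 °C / Technique: fluorescence polarization (mP), excitation 525 nm, emission 598 nm / Replication: singlicate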
# NPY1 pot ag: NPY-Y1 receptor potentiators or agonists, primary screen, cell-based; activation, % at 3.6 µM; Neuropeptide Y receptor type 1 (Homo sapiens), P25929; actives 0.37% (n = 220,000); NPY-Y1 expressing cells, potentiator/agonist activation; in the data active means activation above about 33%, passing the limit was not always enough;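 further: cells stimulated with NPY at EC10 then isoproterenol at EC100; 0% = low agonist plus stimulus and 100% = saturating agonist plus stimulus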
# Target sequence (P25929 whole entry, looked up): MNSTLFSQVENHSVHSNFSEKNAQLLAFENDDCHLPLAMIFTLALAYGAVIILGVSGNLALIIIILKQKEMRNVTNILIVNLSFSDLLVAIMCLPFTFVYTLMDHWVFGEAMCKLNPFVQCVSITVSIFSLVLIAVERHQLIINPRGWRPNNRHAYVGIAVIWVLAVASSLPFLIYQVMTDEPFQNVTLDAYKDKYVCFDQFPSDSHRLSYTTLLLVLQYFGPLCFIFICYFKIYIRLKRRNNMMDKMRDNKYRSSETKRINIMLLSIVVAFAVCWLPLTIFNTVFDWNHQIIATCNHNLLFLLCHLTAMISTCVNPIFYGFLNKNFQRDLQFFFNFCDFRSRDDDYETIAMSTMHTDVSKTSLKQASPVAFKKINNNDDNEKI
# Mdm2 ligase inh: MDM2-luciferase reporter signal enhancers, primary screen, MDM2 E3 ligase inhibitor project, cell-based, luminescence, 1536-well. AID 1230, 2008. cell-based MDM2 ubiquitination luciferase reporter, 2 h; 0 = plate control, 100 = twice control, blank-subtracted. actives 0.11% (n = 210,000). signal enhancement, % at 5 µM;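 active means signal enhancement of 30% or more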;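 further: luminescence tracks abundance of the self-degrading MDM2-luciferase fusion protein; higher signal means inhibition of MDM2 E3 ligase activity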
#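 System: stable MDM2–luciferase fusion reporter cells / Input: 2000 cells seeded into each well / Schedule: 4 h settle plus 2 h compound, 37 °C / Compound: single-point 5 µM / Buffer or medium: cells held in DMEM / Benchmarks: control and blank well means / Evaluation: percent signal gain over controls, blank-subtracted / Measured by: luciferase luminescence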
# p97 ATPase inh: inhibitors of human p97 ATPase, primary screen, biochemical. Transitional endoplasmic reticulum ATPase (Homo sapiens), P55072. actives 0.42% (n = 220,000). inhibition, % at 8 µM. recombinant p97 ATPase, Kinase-Glo ATP luminescence, 3 h. AID 1481, 2009; in the data active means inhibition above about 15%;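 further: 0% = DMSO vehicle and 100% = wells lacking enzyme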
# NPY-Y1 antag: NPY-Y1 receptor antagonists, primary screen, cell-based | Neuropeptide Y receptor type 1 (Homo sapiens), P25929 | HEK293-CNG Y1 cells, membrane potential fluorescence; NPY at EC95, then isoproterenol | actives 1% (n = 200,000) | inhibition, % at 3.6 µM;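 active means inhibition above the campaign mean inhibition of all tested compounds plus 3 SD, cut at about 20% in these data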;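 further: 0% = DMSO wells given NPY plus isoproterenol and 100% = isoproterenol alone without NPY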
#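 Material: Y1- and CNG-channel-expressing HEK293 cells / Probe or stimulus: NPY 25 nM then isoproterenol 1 µM plus Ro 20-1724 25 µM / Doses: 3.6 µM single dose, DMSO 0.4% / Schedule: compound incubation 1 h at room temperature, readout 45 min post-stimulation / Signal: membrane potential fluorescence / Benchmarks: isoproterenol-only wells as full block versus NPY-plus-isoproterenol wells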
# Starred values were filed as active, the others as inactive; x = no result given.
SMILES,NPY-Y2 PAM-ag,Runt-SMMHC FRET,Hck Nef HTS,Runt-CBFb FRET,RBBP9 inhibitor,NPY1 pot ag,Mdm2 ligase inh,p97 ATPase inh,NPY-Y1 antag
CCC(C(=O)Nc1ccsc1C(=O)OC)c1ccccc1 (centres undefined),-7.8,-3.5,-9.0,-0.5,-5.1,-10.4,15.9,-1.4,3.1
COC1(c2ccccc2)NC(=S)NN=C1c1ccccc1 (centres undefined),1.0,5.3,1.3,12.6,4.9,8.6,-3.2,3.5,8.9
Cc1onc(-c2ccccc2)c1C(=O)Nc1ccc(N2CCOCC2)cc1,4.0,-3.9,2.2,1.9,-2.9,-7.2,-16.5,2.5,4.5
Fc1cccc2sc(N3CCCCC3)nc12,-10.0,0.0,6.9,1.6,-4.2,-2.8,-12.4,2.8,-0.4
Cc1cc(C)n(-c2nc3c(c(=O)n(C)c(=O)n3C)n2C)n1,4.9,-8.3,0.2,-1.6,-3.4,8.2,-1.9,5.5,5.8
O=C(NC(=S)NCCC1=CCCCC1)c1ccccc1Br,-7.5,-0.7,47.5,4.9,-5.4,0.0,1.6,0.2,9.0
C=CCC(c1ccccc1F)N(CCN1CCOCC1)C(=O)Nc1cccc(Cl)c1 (centres undefined),-8.4,0.4,-2.0,1.4,-1.6,-5.8,-18.5,-2.6,18.3
CCOC(=O)c1c(N)sc(C(=O)N2CCCC2)c1C,14.4,0.9,2.0,1.6,2.0,24.2,-11.4,2.3,0.3
COC(=O)c1cc(NC(=O)CN(C)Cc2ccccc2)cc(C(=O)OC)c1,-7.1,-4.6,8.7,0.2,4.8,26.9,-3.5,1.4,x
Cc1ccn2c(Nc3ccc4c(c3)OCO4)c(-c3ccccn3)nc2c1,14.1,-39.9,6.2,-87.0,-4.8,4.3,-2.4,2.6,5.2
Cc1ccc(NC(=S)Nc2cccc(S(=O)(=O)Nc3c(C)n(C)n(-c4ccccc4)c3=O)c2)cc1,2.1,0.7,0.9,2.8,-10.4,0.8,-10.5,1.3,6.5
O=C(NCCOc1cccc(Oc2ccccc2)c1)c1cc(-n2cnnc2)ccc1Cl,-17.3,-4.6,0.5,-6.9,-2.0,9.2,-11.8,4.5,2.3
CSCC[C@H](NC(=O)C1CCN(S(=O)(=O)c2ccc(C)cc2)CC1)C(=O)NCc1ccco1,12.9,-1.7,0.0,0.3,0.9,2.6,-13.5,1.1,-3.6
CCn1nnnc1NCc1ccc(OCc2c(F)cccc2Cl)c(OC)c1,-3.5,-3.3,-3.5,0.8,-4.6,4.3,-9.6,3.6,-0.9
Cc1nc(NC(C)c2ccccc2)c2c3c(sc2n1)CCC3 (centres undefined),-20.2,3.6,-3.2,-0.6,-1.3,-66.3,-15.9,-5.3,38.3*
Cc1ccc(NC(=S)N/N=C/c2ccc([N+](=O)[O-])s2)cc1,12.7,-9.9,4.2,-4.0,-0.6,27.6,11.7,-0.4,2.1
O=C(COC(=O)c1cccc(S(=O)(=O)N2CCOCC2)c1)Nc1nc(-c2ccccc2Cl)cs1,14.1,-4.0,0.8,0.7,-32.3,33.2,2.7,4.4,-10.4
COC(=O)c1ccc(OCC(=O)c2ccc(C)c(C)c2)cc1,-0.6,-3.3,3.6,-5.2,1.3,-14.5,6.3,-0.1,11.9
CCOC(=O)Cn1c(CN(Cc2ccccc2)Cc2ccccc2)nc2c1c(=O)[nH]c(=O)n2C,-1.2,-0.7,-1.8,-8.0,-7.5,-6.8,-14.1,-7.2,-3.2
CN(C)c1nc(-c2ccccc2)nc(-c2ccc(Cl)cc2)c1C#N,-9.5,-8.0,-0.1,-108.0,-3.6,-0.1,1.1,0.5,-1.2
COc1ccccc1OCc1nc(Cc2ccc(Cl)cc2)no1,-3.9,-1.2,-0.7,-2.2,-5.3,-16.9,-7.4,0.9,8.1
Cc1nn(-c2cccc(C(F)(F)F)c2)c(=O)c2noc(C)c12,9.8,1.3,8.0,-0.9,5.2,16.1,-12.5,-0.1,x
O=C(Cn1c(C(F)(F)F)nc2ccccc21)NCCN1CCCC1,5.6,-1.6,4.4,1.1,-2.4,-0.3,-6.1,4.8,3.5
CCn1c(C(O)c2cccc(OC)c2OC)nc2ccccc21 (centres undefined),-0.1,1.2,-0.5,-1.5,0.9,10.2,-20.3,-4.0,-0.3
CC1CCCC(C)N1C(=O)COC(=O)c1ccc[nH]c1=O (centres undefined),3.3,-1.2,0.6,0.4,0.4,0.3,-0.1,6.7,-6.4
CNC(=O)/C=C1\NC(C)(C)Cc2c1ccc1ccccc21,0.9,0.5,-0.3,-0.5,-6.3,7.2,-2.5,-1.4,-1.3
CNC(=O)c1ccc(CNC(=O)OCC(F)(F)F)cc1,5.3,-3.6,-1.9,-2.5,-7.1,-7.5,-4.2,0.6,0.3
CN=C1S/C(=C\c2ccc(N3CCOCC3)c(F)c2)C(=O)N1C,-2.8,-8.3,8.2,-4.6,6.3,-18.9,-13.8,3.4,5.0
CCc1ccc2[nH]c(=O)c(CN(CCN3CCOCC3)C(=O)Nc3ccccc3F)cc2c1,-8.0,-5.8,1.6,-2.0,-2.3,-18.1,-9.9,-3.3,5.8
Cc1ccc2[nH]c(=O)c(C(c3nnnn3CC3CCCO3)N3CCCc4ccccc43)cc2c1 (centres undefined),2.2,18.8,-0.4,27.7,1.9,4.3,-9.5,8.1,6.1

# Arranged by heavy-atom count (descending): some entries from above
SMILES,NPY-Y2 PAM-ag,Runt-SMMHC FRET,Hck Nef HTS,Runt-CBFb FRET,RBBP9 inhibitor,NPY1 pot ag,Mdm2 ligase inh,p97 ATPase inh,NPY-Y1 antag
O=C(COC(=O)c1cccc(S(=O)(=O)N2CCOCC2)c1)Nc1nc(-c2ccccc2Cl)cs1,14.1,-4.0,0.8,0.7,-32.3,33.2,2.7,4.4,-10.4
COC(=O)c1ccc(OCC(=O)c2ccc(C)c(C)c2)cc1,-0.6,-3.3,3.6,-5.2,1.3,-14.5,6.3,-0.1,11.9
CNC(=O)/C=C1\NC(C)(C)Cc2c1ccc1ccccc21,0.9,0.5,-0.3,-0.5,-6.3,7.2,-2.5,-1.4,-1.3

# The listing continues.
SMILES,NPY-Y2 PAM-ag,Runt-SMMHC FRET,Hck Nef HTS,Runt-CBFb FRET,RBBP9 inhibitor,NPY1 pot ag,Mdm2 ligase inh,p97 ATPase inh,NPY-Y1 antag
CCn1c(-c2cc(-c3cc(C)ccc3C)nc3ccccc23)n[nH]c1=S,-6.4,0.3,2.6,0.5,6.9,1.2,5.2,8.6,-5.2
COc1cc(/C=N/n2cnc3scc(-c4cccs4)c3c2=O)cc(OC)c1OC,-3.4,-1.9,0.6,-1.7,-10.7,4.5,x,2.1,0.1
COc1ccc(N)cc1S(=O)(=O)Nc1ccccc1Cl,-22.5,-4.9,2.7,12.7,-6.7,0.0,-42.3,3.2,x
COC(=O)c1cc(C(=O)OC)n(Cc2ccc(F)cc2)c1C,-4.0,2.1,0.5,-0.5,3.8,3.4,-19.9,2.0,3.2
COC(=O)Cn1c(=NC(=O)c2ccc(Cl)s2)sc2cc(F)ccc21,-4.5,8.4,4.8,10.7,-8.5,-23.3,-2.8,0.2,5.6
O=C(CCl)NCCNC(=O)c1cc(OCC(F)(F)F)ccc1OCC(F)(F)F,-0.1,1.3,17.2,0.7,-15.0,5.3,-17.3,-7.9,4.5
CN=c1scc(-c2ccc([N+](=O)[O-])cc2)n1/N=C/c1ccco1,-10.6,-2.9,27.5,-5.4,0.4,19.5,-2.5,4.4,2.6
Cc1cc(NC(=O)/C=C/c2ccc(F)cc2)n(-c2nc3ccccc3[nH]2)n1,-9.5,1.8,3.3,-3.3,4.1,1.0,x,6.1,0.3
CC(=O)Nc1ccc(CN2CCCC(CO)(Cc3cccc(Cl)c3)C2)cc1 (centres undefined),-5.4,-0.1,15.3,1.8,-8.9,0.2,-3.8,1.3,x
CCCCc1ccc(-c2csc(/C(C#N)=C\c3ccco3)n2)cc1,7.1,-25.6,4.1,-3.0,-4.2,-11.6,-3.7,2.6,-2.2
CC(C(=O)NCCS(=O)(=O)c1ccc(Cl)cc1)S(=O)(=O)c1ccc(Cl)cc1 (centres undefined),-9.4,0.2,17.2,-0.8,0.3,12.4,-0.7,-3.4,1.1
COc1ccccc1/C=N/NC(=O)CCn1cnc2ccccc21,7.0,-2.3,5.5,-0.2,0.0,-6.2,-11.9,-2.9,-2.7
Cc1ccc(C(=O)/C=C/c2c(C)nn(-c3ccccc3)c2Cl)cc1,-13.9,-25.9,0.6,1.7,-5.1,-14.4,-11.2,-4.3,4.3
COc1ccc(C2c3c(oc4ccccc4c3=O)C(=O)N2CC2CCCO2)cc1 (centres undefined),8.4,-2.2,0.5,2.6,4.1,-19.6,-27.2,1.2,1.0
Cc1ccc(OCCn2c(=O)n(C)c3ccccc32)cc1,-2.8,1.5,5.9,-1.0,-7.5,-10.1,1.5,0.3,5.7
Nc1nc(N)c(N=Nc2ccc(Cl)cc2)c(=O)[nH]1,12.1,-3.2,-2.9,2.0,-0.1,16.8,0.5,4.4,-4.3
Cc1ccc(NC(=O)COC(=O)c2ccc(Cl)cc2)cc1S(=O)(=O)N(C)C,-3.2,-5.2,-43.2,-0.5,-9.7,-4.1,-10.2,-3.3,2.5
O=c1[nH]c2ccccc2s1,-3.2,-3.7,-3.1,2.4,1.1,-27.1,-16.7,-2.0,1.2
N#CC1=C(N)N2C(=C(C#N)C1c1cccc(Br)c1)Nc1ccccc12 (centres undefined),-13.0,63.8*,4.1,19.7,-5.8,-8.7,-15.1,2.5,1.5
Cc1ccc(C)c(S(=O)(=O)N2CCCOC2CNC(=O)C(=O)NCCCn2ccnc2)c1 (centres undefined),7.8,2.2,2.9,-1.7,0.9,5.5,-4.9,5.0,3.8

# From PubChem BioAssay
